GLS inhibitor: inhibitors of human glutaminase (GLS); 410,000 compounds, 0.21% hits; O94925; GLS enzymatic activity, qHTS titration; AID 624170; Potency, µM (series often up to 45.5 µM), for inactives: at the top dose activity change, negative = inhibition, hits mostly inhibitors; also: potency is read from the fitted curve at half-maximal effect; % is scaled to controls: 0 for no effect and ±100 for the full control effect
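hKGA; 45 mM KH2PO4 pH 8.2 + 0.02% Tween-20; cpd via pin tool; 1 mM Gln soln; GluOx/HRP/Amplex Red; RT 30 min; fluor. t0 & final.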
PGK inhibitor: T. brucei PGK inhibition. PGK/GAPDH coupled, Kinase-Glo luminescence, 60 min. Potency, µM (highest dose often 57.5 µM), for inactives: at the highest dose activity change, negative = inhibition, usual class: inhibitors. 380,000 compounds, 0.043% hits. AID 602233; also: potency is read from the fitted curve at half-maximal effect; % is scaled to controls: 0 for no effect and ±100 for the full control effect; nearly all actives have a fitted effect of over 60% in size
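Luminescent ATP detection (Kinase-Glo Plus) follows a 60-minute room-temperature incubation, with wells lacking PGK as controls. Buffer: 100 mM TEA (pH 7.6), 5 mM MgCl2, 0.01% Tween-20. Coupling enzyme GAPDH (100 nM final) supplies unstable 1,3-BPG in-well.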
BAZ2B inh: inhibitors of human BAZ2B bromodomain | Q9UIF8 | AlphaScreen BAZ2B-H3K14Ac peptide displacement | Potency, µM (series often up to 114 µM), for the others: at the highest dose activity change, negative = inhibition, most hits filed as inhibitors | 360,000 compounds, 4.4% hits | AID 504333; also: potency is read from the fitted curve at half-maximal effect; % is scaled to controls: 0 for no effect and ±100 for the full control effect; nearly all actives have a fitted effect of over 60% in size
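AlphaScreen luminescence quantifies BAZ2B engagement of H3K14Ac peptide; the protein and biotinylated peptide are both at 50 nM final, buffer PBS pH 7.4 with 0.01% Tween-20, all steps at room temperature.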
HP1b chromo inh: inhibitors of HP1-beta chromodomain binding to methylated histone tails. P83916. AlphaScreen HP1-beta / biotin-H3K9me3 peptide binding. Potency, µM (highest dose often 114 µM), for the others: at the top dose activity change, negative = inhibition, usual class: inhibitors. 390,000 compounds, 0.56% hits; also: potency is read from the fitted curve at half-maximal effect; nearly all actives have a fitted effect of over 70% in size; inactives centre near 23
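Compound inhibition of the preformed complex between 50 nM HP1-beta and 50 nM biotinylated H3K9me3 peptide was read by AlphaScreen. Buffer was PBS pH 7.4 with 0.01% Tween-20. Incubations ran 30 min at room temperature, with 10 ug/mL donor/acceptor beads.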
G9a block: inhibitors of human histone lysine methyltransferase G9a; Potency, µM (top dose mostly 102 µM), for inactives: top-dose activity, negative = inhibition, usual class: inhibitors; 350,000 compounds, 8.8% hits; G9a H3K9 monomethylation, AlphaScreen, 2 h; also: potency is read from the fitted curve at half-maximal effect; % is scaled to controls: 0 for no effect and ±100 for the full control effect; nearly all actives have a fitted effect of over 75% in size
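Step 1: enzyme (final 20 nM) with compound, 15 min RT. Step 2: substrate peptide 500 nM and SAM 20 uM, 2 h RT. Step 3: anti-H3K9me1 antibody and AlphaScreen beads, 10 min, then plate read.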
PI4K2A block: blocks human PI4K2A kinase activity | activity change, negative = inhibition, % at 76.9 µM | purified PI4K2A, ADP-Glo luminescence, 1 h; active compounds read low | Q9BTU6 | AID 1346378 | 420,000 compounds, 0.13% hits; in the data active = activity change below about -50%; inconclusive = mostly about -30% to -49%;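 also: -100% = wells without enzyme as full effect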
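ADP-Glo luminescence measured ADP generated by PI4K2A enzyme (4 ug/mL before mixing) with 1.2 mM PI substrate (pre-mix) and 300 microM ATP (pre-mix). Tris pH7.5 buffer with MgCl2, Triton X-100; 1 h reaction at ambient temperature.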
Pin1 inhibitor: human Pin1 inhibition. Q13526. Pin1 FP peptide displacement, HiFluor488, 10 min. Potency, µM (top dose mostly 115 µM), for the others: at the top dose activity, negative = inhibition, usual class: inhibitors. 390,000 compounds, 0.009% hits. AID 504891; active = well fitted inhibition curve with a large enough effect in the polarisation, with a control signal flat, not every such curve was filed as active; inconclusive = small, poorly fitted or top-dose-only effect, or effect the other way, or a change in a side signal; inactive = no such curve, though single readings can be large or run the other way; the % refers to the polarisation; also: potency is read from the fitted curve at half-maximal effect; % is scaled to controls: 0 for no effect and ±100 for the full control effect
JMJD2A Tudor inh: inhibitors of human JMJD2A Tudor domain. Potency, µM (highest dose often 114 µM), for the others: at the highest dose activity change, negative = inhibition, usual class: inhibitors. 390,000 compounds, 4.4% hits. O75164. AID 504339. AlphaScreen JMJD2A-Tudor / H3K4me3 peptide binding; also: potency is read from the fitted curve at half-maximal effect; % is scaled to controls: 0 for no effect and ±100 for the full control effect; nearly all actives have a fitted effect of over 50% in size
Target sequence (O75164 whole entry, looked up, the tested form may be a part): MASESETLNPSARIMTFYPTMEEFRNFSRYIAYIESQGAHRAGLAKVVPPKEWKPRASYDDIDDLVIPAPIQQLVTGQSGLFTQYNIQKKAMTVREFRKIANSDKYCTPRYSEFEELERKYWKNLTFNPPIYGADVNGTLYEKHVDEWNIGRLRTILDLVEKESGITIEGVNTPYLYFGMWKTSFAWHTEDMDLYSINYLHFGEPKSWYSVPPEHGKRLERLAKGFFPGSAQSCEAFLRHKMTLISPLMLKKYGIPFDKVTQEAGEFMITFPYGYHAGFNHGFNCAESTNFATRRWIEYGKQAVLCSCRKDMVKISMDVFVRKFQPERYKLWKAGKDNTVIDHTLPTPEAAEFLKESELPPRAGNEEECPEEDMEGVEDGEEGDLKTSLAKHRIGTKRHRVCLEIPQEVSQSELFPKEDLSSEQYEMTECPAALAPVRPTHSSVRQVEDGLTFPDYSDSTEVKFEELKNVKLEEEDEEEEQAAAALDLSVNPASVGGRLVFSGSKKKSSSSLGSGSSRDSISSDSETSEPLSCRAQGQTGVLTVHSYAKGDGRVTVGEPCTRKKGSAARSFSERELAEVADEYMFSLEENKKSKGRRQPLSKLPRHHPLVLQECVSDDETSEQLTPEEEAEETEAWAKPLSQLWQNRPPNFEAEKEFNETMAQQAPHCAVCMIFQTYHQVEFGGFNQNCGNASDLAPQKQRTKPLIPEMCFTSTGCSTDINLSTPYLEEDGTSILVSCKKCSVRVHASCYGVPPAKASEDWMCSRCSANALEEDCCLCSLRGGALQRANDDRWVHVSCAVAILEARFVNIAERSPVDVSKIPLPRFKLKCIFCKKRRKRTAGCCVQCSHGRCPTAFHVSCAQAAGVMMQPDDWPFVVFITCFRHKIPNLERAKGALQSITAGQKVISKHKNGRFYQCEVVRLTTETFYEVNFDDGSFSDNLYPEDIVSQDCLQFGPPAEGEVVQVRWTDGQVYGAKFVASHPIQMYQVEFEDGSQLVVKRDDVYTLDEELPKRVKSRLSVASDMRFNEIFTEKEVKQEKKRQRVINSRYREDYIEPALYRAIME
Pol eta inh: blocks human DNA polymerase eta activity; AID 588591; Q9Y253; 390,000 compounds, 1.2% hits; Potency, µM (series often up to 114 µM), for the others: at the highest dose activity change, negative = inhibition, actives largely listed as inhibitors; recombinant Pol eta, fluorescent DNA replication assay; also: potency is read from the fitted curve at half-maximal effect; % is scaled to controls: 0 for no effect and ±100 for the full control effect
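Pol eta (10 nM) was preincubated with compounds for 15 min at room temperature, after which fluorescent replication substrate (50 nM final) was added to start the reaction. Fluorescence was read kinetically at 0 and 10 min.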
Active calls of the source: *; [ ] = another dose, or the depositor's remark. Unless noted, calls follow the shape of the dose curve; as a rule, active = well fitted curve in the direction sought with a large enough effect; inconclusive = small, poorly fitted or top-dose-only effect, or another doubt; inactive = no such curve, though single readings can be large; an effect the other way counts as inactive or inconclusive.

Results for Cc1ccc(N(CC(=O)N2CCOCC2)S(C)(=O)=O)cc1 ?
GLS inhibitor: 1%; PGK inhibitor: 5%; BAZ2B inh: 4%; HP1b chromo inh: 23%; G9a block: 15%; PI4K2A block: -1; Pin1 inhibitor: -2%; JMJD2A Tudor inh: 1%; Pol eta inh: -11%

Results for O=C(CN1C(=O)CNC1=O)Nc1ccc(Cl)cc1 ?
GLS inhibitor: -1%; PGK inhibitor: -6%; BAZ2B inh: 5%; HP1b chromo inh: 38%; G9a block: -10%[59 µM]; PI4K2A block: 2; Pin1 inhibitor: 1%; JMJD2A Tudor inh: 4%; Pol eta inh: -20%

Results for CC1CCN(S(=O)(=O)c2cccc(C(N)=O)c2)CC1 ?
GLS inhibitor: -1%; PGK inhibitor: -1%; BAZ2B inh: -4%; HP1b chromo inh: 18%; G9a block: -1%; PI4K2A block: 3; Pin1 inhibitor: -7%; JMJD2A Tudor inh: -3%; Pol eta inh: -16%

Results for O=C(CCC(=O)N1CCOc2ccccc21)NCCCN1CCOCC1 ?
GLS inhibitor: -2%; PGK inhibitor: -2%; BAZ2B inh: 2%; HP1b chromo inh: 2%; G9a block: 34%; PI4K2A block: -6; Pin1 inhibitor: -5%; JMJD2A Tudor inh: -12%; Pol eta inh: -14%

How did Fc1ccc(C2=NOC(c3nnc(-c4ccccc4)o3)C2)cc1 (stereo not drawn) do in these assays?
GLS inhibitor: -6%; PGK inhibitor: inactive; BAZ2B inh: 7%; HP1b chromo inh: 48%[activator]; G9a block: 4%[12.7 µM]; PI4K2A block: -5; Pin1 inhibitor: -3%; JMJD2A Tudor inh: 1%; Pol eta inh: -8%

Results for O=C(CSc1nnc(NC(=O)c2ccccc2F)s1)NC1CC1 ?
GLS inhibitor: 31%[activator]; PGK inhibitor: inactive; BAZ2B inh: 3%; HP1b chromo inh: 10%; G9a block: 8%; PI4K2A block: 5; Pin1 inhibitor: -1%; JMJD2A Tudor inh: -15%; Pol eta inh: -4%

What do the screens show for `O=C(O)c1ccccc1Nc1ccc([N+](=O)[O-])cc1C(=O)O`?
GLS inhibitor: 6%; PGK inhibitor: 19%; BAZ2B inh: inconclusive; HP1b chromo inh: -5%; G9a block: 32µM*; PI4K2A block: -3; Pin1 inhibitor: -18%; JMJD2A Tudor inh: 32µM*; Pol eta inh: -7%

Results for CCCCOC(=O)Nc1ccc(S(=O)(=O)Nc2ncccn2)cc1 ?
GLS inhibitor: 11%; PGK inhibitor: 6%; BAZ2B inh: -1%; HP1b chromo inh: 38%[activator]; PI4K2A block: -8; Pin1 inhibitor: -5%; JMJD2A Tudor inh: -5%; Pol eta inh: 10%

How did O=C(Nc1cccc(Cl)c1)Nc1ccccc1C(=O)NCc1ccco1 do in these assays?
GLS inhibitor: -14%; PGK inhibitor: -2%; BAZ2B inh: inconclusive; HP1b chromo inh: -7%; G9a block: -45%[59 µM]; PI4K2A block: -6; Pin1 inhibitor: -8%; JMJD2A Tudor inh: -32%; Pol eta inh: -22%

How did Cn1c(=O)c2sccc2n2c(CCC(=O)NCc3ccc(F)cc3)nnc12 do in these assays?
GLS inhibitor: -7%; PGK inhibitor: -10%; BAZ2B inh: 2%; HP1b chromo inh: 33%; G9a block: -5%[59 µM]; PI4K2A block: -1; Pin1 inhibitor: -2%; JMJD2A Tudor inh: -12%; Pol eta inh: -19%

How did Cc1ccc(S(=O)(=O)CCC(=O)OCc2nnc(-c3ccccc3Br)o2)cc1 do in these assays?
GLS inhibitor: 18%; PGK inhibitor: 3%; BAZ2B inh: 2%; HP1b chromo inh: 35%; G9a block: -5%[12.7 µM]; PI4K2A block: -1; Pin1 inhibitor: 0%; JMJD2A Tudor inh: -9%; Pol eta inh: -20%

What do the screens show for `CSc1cccc(NC(=O)C(c2ccccc2)N2Cc3ccccc3C2=O)c1` (stereo not drawn)?
GLS inhibitor: -13%; PGK inhibitor: inactive; BAZ2B inh: inconclusive; HP1b chromo inh: -15%; G9a block: inconclusive; PI4K2A block: 3; Pin1 inhibitor: 12%; JMJD2A Tudor inh: -34%; Pol eta inh: -10%

How did CC(=O)c1ccc(NC(=O)c2c3c(nc4ccccc24)C(=O)N(C2CCCCC2)C3)cc1 do in these assays?
GLS inhibitor: -2%; PGK inhibitor: 4%; BAZ2B inh: -5%; HP1b chromo inh: 1%; G9a block: 10%[59 µM]; PI4K2A block: -5; Pin1 inhibitor: 47%[activator]; JMJD2A Tudor inh: -13%; Pol eta inh: 0%

Results for COCCN1Cc2cccc(C(=O)NCc3ccccc3OC)c2C1=O ?
GLS inhibitor: -17%; PGK inhibitor: -5%; BAZ2B inh: 4%; HP1b chromo inh: 38%; G9a block: 5%[59 µM]; PI4K2A block: 5; Pin1 inhibitor: 1%; JMJD2A Tudor inh: 9%; Pol eta inh: -11%

What do the screens show for `CCOc1ccc(NC(=O)CCN2CCN(c3ccccc3F)CC2)cc1`?
GLS inhibitor: 1%; PGK inhibitor: 3%; BAZ2B inh: 0%; HP1b chromo inh: 12%; G9a block: -1%; PI4K2A block: 4; Pin1 inhibitor: 15%; JMJD2A Tudor inh: -18%; Pol eta inh: -12%

What do the screens show for `CCNC(=O)Nn1c(C)nnc1C`?
GLS inhibitor: 4%; PGK inhibitor: -7%; BAZ2B inh: 4%; HP1b chromo inh: 20%; G9a block: 1%[12.7 µM]; PI4K2A block: -3; Pin1 inhibitor: 1%; JMJD2A Tudor inh: -9%; Pol eta inh: -12%

What do the screens show for `CC(=O)Oc1ccc(C(=O)Nc2cccc(C(=O)c3ccc(C)c(C)c3)c2)cc1`?
GLS inhibitor: -4%; PGK inhibitor: -6%; BAZ2B inh: -7%; HP1b chromo inh: 12%; G9a block: inconclusive; PI4K2A block: 0; Pin1 inhibitor: 7%; JMJD2A Tudor inh: -28%; Pol eta inh: -28%

Results for O=C(Cc1ccc(Cl)cc1)NC1CC(=O)N(c2ccc3c(c2)OCCO3)C1 (stereo not drawn) ?
GLS inhibitor: 1%; PGK inhibitor: -6%; BAZ2B inh: 1%; HP1b chromo inh: 8%; G9a block: -3%[59 µM]; PI4K2A block: -4; Pin1 inhibitor: 0%; JMJD2A Tudor inh: -34%; Pol eta inh: -13%

What do the screens show for `COc1ccc(/C=N/NC(=O)c2cccnc2)cc1CSc1nc2ccccc2s1`?
GLS inhibitor: 22%; PGK inhibitor: -3%; BAZ2B inh: -30%; HP1b chromo inh: 3%; G9a block: 1%[59 µM]; PI4K2A block: -7; Pin1 inhibitor: inconclusive; JMJD2A Tudor inh: inconclusive; Pol eta inh: -5%

Results for CC(=O)Nc1c(C)cc(OCC(=O)O)cc1C ?
GLS inhibitor: 1%; PGK inhibitor: -1%; BAZ2B inh: 1%; HP1b chromo inh: 24%; G9a block: inconclusive; PI4K2A block: -2; Pin1 inhibitor: -1%; JMJD2A Tudor inh: -4%; Pol eta inh: 5%

How did CN(Cc1ccccc1)C(=O)CSc1nc2ccccc2c(=O)n1Cc1ccco1 do in these assays?
GLS inhibitor: -7%; PGK inhibitor: 1%; BAZ2B inh: -7%; HP1b chromo inh: 21%; G9a block: -20%; PI4K2A block: 1; Pin1 inhibitor: 19%; JMJD2A Tudor inh: -30%; Pol eta inh: -17%

Results for COc1cc(C)c(Cl)cc1S(=O)(=O)n1ccnc1 ?
GLS inhibitor: 8%; PGK inhibitor: -6%; BAZ2B inh: inconclusive; HP1b chromo inh: 2%; G9a block: -34%; PI4K2A block: -1; Pin1 inhibitor: -6%; JMJD2A Tudor inh: -5%; Pol eta inh: 6%

How did CCC(C)c1ccccc1N1CC(C(=O)Nc2ccc(N3CCOCC3)cc2)CC1=O (stereo not drawn) do in these assays?
GLS inhibitor: 35%[activator]; PGK inhibitor: inactive; BAZ2B inh: 7%; HP1b chromo inh: 0%; G9a block: 2%[2.33 µM]; PI4K2A block: 3; Pin1 inhibitor: -1%; JMJD2A Tudor inh: -28%; Pol eta inh: -6%

Results for O=C(COC(=O)c1ccc(F)cc1Cl)Nc1cccc(S(=O)(=O)N2CCOCC2)c1 ?
GLS inhibitor: 6%; PGK inhibitor: -10%; BAZ2B inh: 2%; HP1b chromo inh: 11%; G9a block: -9%[59 µM]; PI4K2A block: 1; Pin1 inhibitor: 3%; JMJD2A Tudor inh: -21%; Pol eta inh: -14%

What do the screens show for `Cc1ccc2occ(/C=N/NC(=O)c3ccncc3)c(=O)c2c1`?
GLS inhibitor: 25%; PGK inhibitor: -3%; BAZ2B inh: -4%; HP1b chromo inh: 63%[activator]; PI4K2A block: 0; Pin1 inhibitor: -3%; JMJD2A Tudor inh: -14%; Pol eta inh: -12%

Results for CC(=O)c1cc2c(cc1NC(=O)c1cnn(-c3ccc(C)cc3)c1-n1cccc1)OCO2 ?
GLS inhibitor: 2%; PGK inhibitor: 8%; BAZ2B inh: -5%; HP1b chromo inh: 17%; G9a block: -23%[59 µM]; PI4K2A block: -6; Pin1 inhibitor: 4%; JMJD2A Tudor inh: -7%; Pol eta inh: 7%

Results for COc1ccc(C)cc1-n1nnnc1SCC(=O)NNC(=O)c1ccc([N+](=O)[O-])cc1 ?
GLS inhibitor: 4%; PGK inhibitor: inactive; BAZ2B inh: 5%; HP1b chromo inh: 4%; G9a block: inconclusive; PI4K2A block: -10; Pin1 inhibitor: -15%; JMJD2A Tudor inh: -27%; Pol eta inh: -14%

What do the screens show for `Cc1ccccc1C(=O)N1CCC(C(=O)Nc2ccc3c(c2)OCCO3)CC1`?
GLS inhibitor: 12%; PGK inhibitor: 4%; BAZ2B inh: inconclusive; HP1b chromo inh: 54%[activator]; G9a block: -7%; PI4K2A block: -4; Pin1 inhibitor: -8%; JMJD2A Tudor inh: -12%; Pol eta inh: -3%

Only part of the results is shown; rates above refer to the full screens.
